mHtt clearance – mutant huntingtin protein clearance | HeLa Exon1htt(103Q)mCFP, aggregate imaging; zero = plate's median compound well | inhibition, % at 1.5 µM | actives 0.42% (n = 47,000) | AID 853;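 active = inhibition of aggregate fluorescence above about 70%, also judged a hit by eye on the cell image, limit read from the data, passing the limit was not always enough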;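 also: cells exposed to compound for three days before fixation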
mHtt clearance grain fraction – second read-out of mHtt clearance, no call of its own (marks repeat the call); fraction fluorescence in grains; measured here: aggregate grain fluorescence fraction; active compounds read low;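 scaled fraction of total cell fluorescence in grains with unit not stated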
Starred values were filed as active, the others as inactive. Not all compounds are listed (hit frequency here may not be typical).

SMILES	mHtt clearance	mHtt clearance grain fraction
c1ccc(CCCc2nc(-c3ccccn3)no2)cc1	-27.7	23.8
CCOC(=O)C1=C(c2ccccc2)N2CCN=C2S1	-26.9	25.8
CCc1nn(CC(=O)NCCCN2CCc3ccccc3C2)c(=O)c2cc3sccc3n12	0.1	33.4
COC(=O)CNC(=O)c1cccc(F)c1	-46.1	34.1
CC1Cc2nc(SCC(=O)Nc3ccccc3F)n(C)c(=O)c2S1 (stereo not given)	-43.7	27.9
CC12CN3CC(C)(CN(C1)C3c1ccc(Br)cc1)C2=O (stereo not given)	8.5	36.9
COc1ccc(Cl)cc1NC(=S)N1CCN(c2ccccn2)CC1	27.8	21.7
Cc1ccc(C2=N/C(=C/N3CCOCC3)C(=O)O2)cc1	-26.0	26.6
COC(=O)CCN(c1ccccc1)S(=O)(=O)c1ccc(OC)cc1	-19.8	36.1
CS(=O)(=O)N(CC(=O)NCc1ccc2c(c1)OCO2)Cc1ccc(Cl)cc1	18.7	14.5
CCSc1nnc(C)n1-c1ccc(C(=O)O)cc1	-3.3	21.4
CCOC(=O)c1sc(=S)n(-c2ccc(C)cc2)c1SC	-39.0	29.7
Cn1c(-c2ccc3c(c2)OCO3)cnc1N	-37.2	50.4
Cc1nn(C)c(C)c1CNC(=O)c1cc2n(n1)C(C(F)(F)F)CC(c1cccs1)N2 (stereo not given)	28.1	13.8
Cc1nc2ccc(C(=O)O)cc2c2c1CC(C)S2 (stereo not given)	33.0	10.8
O=C(CC1=NCCNC(c2ccccc2)C1)c1ccccc1O (stereo not given)	-22.8	41.1
COc1ccc(C2C3=C(CC(C)(C)CC3=O)Oc3ncn(Cc4ccco4)c(=N)c32)cc1 (stereo not given)	-32.8	27.5
NC(=O)c1ccc(-n2nnnc2SCC(=O)Nc2ccc(N3CCOCC3)c(Cl)c2)cc1	0.4	19.4
Cc1c(O)cc2n(c1=O)-c1ccc(Cl)cc1C2(C)C	-5.7	20.3
CCOC(=O)CSc1nc2sc(C)c(C)c2c(=O)n1C	-42.1	28.9
Nc1cccc(S(=O)(=O)c2cccc(N)c2)c1	4.3	20
CSc1cccc(NC(=O)C2CCN(S(C)(=O)=O)CC2)c1	-58.8	31.2
O=C(NCc1ccccn1)C1CC(c2ccc(F)cc2)=NO1 (stereo not given)	-29.2	41
O=C(OCCOc1ccc(Br)cc1)c1cnccn1	30.8	16.4
COc1ccc(Cc2nnc(N)s2)cc1	34.8	26
COc1cccc(/C=N/n2nnnc2N)c1OCc1ccccc1Cl	37.1	12.9
CCCOC(=O)c1ccc(NC(=O)C2CCCO2)cc1 (stereo not given)	-20.9	22.3
O=C(NC(C(=O)N/N=C/c1cccc2ccccc12)c1n[nH]c(=O)c2ccccc12)c1ccccc1 (stereo not given)	28.6	26.9
Cc1ccc(NCc2nnc(SCCN3CCCCC3)n2CC2CCCO2)cc1Cl (stereo not given)	-23.9	50.2
Cc1ccc(N(CC(=O)N2CC(=O)Nc3ccccc32)S(=O)(=O)c2ccc3c(c2)OCCO3)cc1	-1.4	16.9

Six compounds picked at random from the list so far, as already listed:
SMILES	mHtt clearance	mHtt clearance grain fraction
Cc1ccc(N(CC(=O)N2CC(=O)Nc3ccccc32)S(=O)(=O)c2ccc3c(c2)OCCO3)cc1	-1.4	16.9
O=C(CC1=NCCNC(c2ccccc2)C1)c1ccccc1O (stereo not given)	-22.8	41.1
O=C(OCCOc1ccc(Br)cc1)c1cnccn1	30.8	16.4
Cc1c(O)cc2n(c1=O)-c1ccc(Cl)cc1C2(C)C	-5.7	20.3
O=C(NC(C(=O)N/N=C/c1cccc2ccccc12)c1n[nH]c(=O)c2ccccc12)c1ccccc1 (stereo not given)	28.6	26.9
O=C(NCc1ccccn1)C1CC(c2ccc(F)cc2)=NO1 (stereo not given)	-29.2	41

Other records
SMILES	mHtt clearance	mHtt clearance grain fraction
Cc1oc(-c2ccccc2)cc1C(=O)Nc1ccc(N(C)C)cc1	1.5	39.1
COc1ccc(NC(=O)CSc2ccccn2)cc1	6.3	17.6
Cc1ccccc1NC(=O)CN1CCC(NC(=O)Nc2ccccc2)CC1	57.4	7.57
O=C1COc2ccc(C(=O)COC(=O)C3CCN(S(=O)(=O)c4cccs4)CC3)cc2N1	-11.8	32
COc1ccccc1OCC(=O)Nc1cccc(-c2nc3ccccc3o2)c1	25.0	13.8
Cc1cc(-c2nc3ncccc3o2)ccc1NC(=O)CC(C)C	-16.3	37.5
Cc1cc(=O)[nH]c(N2CCCC2)n1	-5.9	22.2
CCOC(=O)C1CCC2(CC1)C(C#N)=C(N)Oc1n[nH]c(C)c12 (stereo not given)	-7.3	20.6
Brc1cccc(/C=N\n2cnnc2)c1	-7.1	22.3
Cc1c(-c2ccccc2)sc(Br)c1C(=O)N1CCOCC1	4.2	17.1
COC(=O)Nc1cccn(Cc2c(Cl)cccc2Cl)c1=O	-40.5	30.1
Cc1nnc(SCCCN2C(=O)c3ccccc3C2=O)o1	-3.1	35.2
COCCn1nnnc1C(c1cc2cc(OC)ccc2[nH]c1=O)N1CCC(Cc2ccccc2)CC1 (stereo not given)	37.1	10.5
O=C(CN1CCOCCOCCOCCOCC1)Nc1ccccc1	31.2	12.5
CCOC(=O)c1c(C)[nH]c(C(=O)C(C)Sc2ccc(Cl)cc2)c1C (stereo not given)	-57.3	63.2
Cc1ccc(-c2[nH]nc3c2C(c2ccoc2)C(C#N)=C(N)O3)cc1C (stereo not given)	48.8	9.38
CN(Cc1ccccc1)C(=O)CSc1nc2ccccc2c(=O)n1Cc1ccco1	1.0	33.5
COc1ccccc1/C=C/CN1CCOCC1	-43.3	29.2
COc1ccc(S(=O)(=O)N2CCCC2C(=O)Nc2ccc(C)cc2)cc1 (stereo not given)	34.5	13.3
O=S1(=O)C[C@@H](O)[C@@H](Nc2ccc(Cl)cc2)C1	-32.5	27.1
CSc1nncc(-c2ccc(F)c(F)c2)n1	62.3	14
O=C(Cc1cccs1)NCc1ccccc1F	8.4	17.8
COc1ccc(OC)c2c(C)cc(N3CCN(C(=O)c4ccc(Cl)cc4)CC3)nc12	-23.6	19.8
O=C(Nc1nncs1)c1ccc(S(=O)(=O)c2ccccc2)cc1	-20.3	22.6
CCOC(=O)c1cnc(-n2nc(C)cc2C)nc1NCCO	18.3	30.8
CCOc1ccccc1-n1cnc2cc(C(=O)NCc3ccco3)ccc21	25.5	15.5
N#CCCN1CCN(C2=NC(=O)C(=C3CCCCC3)S2)CC1	-3.3	38.7
O=[N+]([O-])c1ccc(/C=N/N/C(=N/c2ccccn2)c2ccccn2)cc1	4.4	34.2
COc1ccccc1-c1nnc(NC(C)=O)s1	-0.1	36.8
Nc1cc(-c2ccc(Cl)cc2)nn1S(=O)(=O)c1ccc(Cl)cc1	-3.0	53.6

Whole records as entered above:
CCOc1ccccc1-n1cnc2cc(C(=O)NCc3ccco3)ccc21 as listed: mHtt clearance: 25.5; mHtt clearance grain fraction: 15.5
Cc1ccc(-c2[nH]nc3c2C(c2ccoc2)C(C#N)=C(N)O3)cc1C (stereo not given) as listed: mHtt clearance: 48.8; mHtt clearance grain fraction: 9.38

The listing picks up, repeating the four entries before the break.
SMILES	mHtt clearance	mHtt clearance grain fraction
N#CCCN1CCN(C2=NC(=O)C(=C3CCCCC3)S2)CC1	-3.3	38.7
O=[N+]([O-])c1ccc(/C=N/N/C(=N/c2ccccn2)c2ccccn2)cc1	4.4	34.2
COc1ccccc1-c1nnc(NC(C)=O)s1	-0.1	36.8
Nc1cc(-c2ccc(Cl)cc2)nn1S(=O)(=O)c1ccc(Cl)cc1	-3.0	53.6
CCc1c(C)[nH]n(-c2ccc(Oc3ccccc3)c(S(=O)(=O)O)c2)c1=O	-10.7	22.9
Cc1oc(/C=N/NC(=O)CN(c2ccccc2Br)S(C)(=O)=O)cc1Br	2.6	21.5
CC1=CC(=O)C=C(C)C1=NOC(=O)c1cccc([N+](=O)[O-])c1	21.5	12.6
O=C1CC(N2CCN(C(c3ccccc3)c3ccccc3)CC2)C(=O)N1Cc1ccc(N2CCCC2=O)cc1 (stereo not given)	-43.0	57.5
CCOC(=O)c1sc(NC(=O)C(CC)Sc2nnc3c4ccccc4n(C(C)C)c3n2)nc1C (stereo not given)	8.7	33.7
CCOC(=O)c1cnc(SCC)[nH]c1=O	7.3	19.9
Cn1c(=O)c(=O)n(C)c2cc(S(=O)(=O)N3CCOCC3)ccc21	-126.0	84.9
CCOC(=O)c1c(C)n(C)c2c(C)cc(O)c(OC(C)=O)c12	-39.4	28.4
CCCCCCOc1ccc(/C(N)=N/O)cc1	-20.7	40.1
Fc1ccc(OCc2nnc(SCCN3CCOCC3)o2)cc1	-58.5	31.7
CC(C)(C)c1nc(CN2CCOCC2)cc(CN2CCOCC2)c1O	18.4	25.1
Cc1nnc(NC(=O)c2ccc(S(=O)(=O)N(C)Cc3ccccc3)cc2)o1	17.2	33.4
C/[N+]([O-])=C\c1coc2ccccc2c1=O	-13.2	22.4
COc1ccccc1NC(=O)CN(Cc1ccco1)C(=O)c1ccc(-n2nc(C)cc2C)cc1	57.8	16.1
CC(Oc1cc(C(F)(F)F)cc(C(F)(F)F)c1)C(=O)NC(N)=O (stereo not given)	35.2	13.5
COC(=O)c1ccccc1NC(=O)c1cc(-c2ccc(O)cc2)on1	-5.5	35.4
CCC(C)(C)n1nnnc1CN(Cc1ccco1)Cc1cc2cc3c(cc2[nH]c1=O)OCO3	-17.9	46.5
Cc1cc2nnc(SCC(=O)NCc3cccs3)n2c(N)n1	-13.0	22.9
Cc1ccc(OCC(=O)NNC(=O)C2CCN(c3ncccn3)CC2)cc1	1.4	28.9
Cc1noc(/C=C/c2ccco2)c1S(=O)(=O)N1CCC(C(=O)NC(C)c2ccccc2)CC1 (stereo not given)	4.8	31.9
c1csc(-c2ccc3ccccc3n2)c1	33.9	23.2
COC(=O)CCSCC(=O)Nc1cc(C)on1	58.3	14.6
CCOC(=O)c1c(C)nc(-c2ccccc2)nc1NC(C)=O	42.5	12.1
O=S(=O)(O)c1nc2ccccc2n1Cc1ccc(Cl)cc1Cl	-0.8	37.1
COC(=O)c1cc(NC(=O)CC2C(=O)NCCN2C(=O)c2ccccc2)cc(C(=O)OC)c1 (stereo not given)	19.0	30.3
Nc1[nH]ncc1C(=O)Nc1cccc(C(F)(F)F)c1	-5.2	42.6
N#CCSCC(=O)Nc1ccc(Br)cc1	-8.3	17.4
CCN(CC)S(=O)(=O)c1ccc(NC(=O)Cn2cnc3ccccc3c2=O)cc1	-56.8	29.2
S=C1NC2=C(C(c3ccc(Br)cc3)N1)N1CCC2CC1 (stereo not given)	13.6	33.4
Cc1ccc(-n2c(O)c(C=Nc3ccc4c(c3)OCO4)c3ccccc3c2=O)cc1C	-6.2	46
CCC1Cc2c(nc3c4c(nc(N5CCOCC5)c(C#N)c24)NC(C)=N3)O1 (stereo not given)	25.3	15
COC(=O)[C@H](C(C)C)n1c(C)c(C(C)=O)c(C(C)=O)c1C	-11.5	41.3
CSc1ccccc1NC(=O)Nc1ccc(Cl)cc1	15.8	16.4
C=C(C)Cn1c(NCCOC)nc2c1c(=O)[nH]c(=O)n2C	-41.3	29.8
CC(/C=N/n1c(COc2ccccc2)n[nH]c1=S)=C\c1ccccc1	-35.1	40.7
O=c1[nH]c(CN2CCCCC2)nc2ccccc12	10.2	35.9
OCCN1CCOCCOCCN(CCO)CCN(CCO)CC1	-39.4	55.4
O=C(O)CSc1nnc(C2CC2)n1-c1ccccc1	18.2	16.1
CCCOc1c(Br)cc(C(=O)NCC)cc1OC	16.5	16.4
CCC(C)(C)NC(=O)CN(C(=O)CCC(=O)Nc1cc(C)ccn1)c1ccc2c(c1)OCO2	-12.8	20.5
CCCn1c(=O)c(C(=O)NCc2ccccn2)c(O)c2ccccc21	41.5	11.8

Screening results as filed in PubChem.
